Screens (PubChem)
SKKanGAS inh: SKKanGAS growth inhibition. S. pyogenes SKKanGAS, kanamycin growth, BacTiter-Glo, 6 h. inhibition, % at 7.5 µM. 300,000 tested, 1.3% active. AID 1662;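 active means mean replicate score, as percent of positive control median, at least 50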;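 further: strain carries kanamycin resistance gene driven by streptokinase promoter and grows in 40 µg/ml kanamycin; loss of luminescence reflects streptokinase promoter inhibition or plain growth inhibition; 0% = median of DMSO wells and 100% = positive control at its reference dose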
HDAC3 inh: blocks human histone deacetylase 3; O15379; recombinant HDAC3, fluorogenic peptide/trypsin coupled, fluorescence; inhibition, % at 8.3 µM; 320,000 tested, 0.15% active; in the data active means inhibition above about 26%, passing the limit was not always enough
RGS4 inh: inhibitors of human RGS4 | 310,000 tested, 0.45% active | B-score at 10 µM | P49798 | HEK293 M3R/RGS4 inducible, Fluo-4 calcium flux; hits give high values; triggered by carbachol at its EC20 | AID 463165;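 active means B-score, a plate-corrected calcium signal, over three deviations above library mean, with baseline fluorescence within five deviations of library mean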;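 further: RGS4 expression induced by doxycycline in cells with stable M3 receptor; B-score is computed from the integrated fluorescence ratio over baseline after carbachol; higher B-score means a larger calcium signal and so more RGS4 inhibition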
KCNK9 inh: human KCNK9 channel inhibition. Q9NPC2. HEK293 KCNK9, FluxOR thallium flux fluorescence; hits give low values. B-score at 10 µM. 310,000 tested, 1.2% active. AID 488922;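 active means ratio B-score over 3 SD below the library mean, with starting fluorescence within 5 SD of its mean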;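 further: negative B-score means less thallium flux so channel inhibition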
KCNQ1 block: inhibitors of human KCNQ1 potassium channel; P51787; CHO-K1 KCNQ1, FluxOR thallium flux fluorescence; hits give high values; B-score at 10 µM; 310,000 tested, 1.3% active; AID 2642;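 active means compounds whose thallium flux B-score, printed positive for inhibition, exceeds three library SD while starting fluorescence stays within three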;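 further: channel opened by potassium depolarization with thallium stimulus after 20 min compound exposure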
hERG rescue: shields human hERG channel from block by proarrhythmic agents; Q12809; CHO-hERG, FluxOR thallium flux, dofetilide IC70 present; activation (rescue from dofetilide block), less the hit threshold, % at 10 µM; 310,000 tested, 0.51% active; AID 1511;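 active means activation above the mean of controls blocked by dofetilide plus 5 SD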;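 further: thallium influx through hERG after potassium depolarization seen as dye fluorescence rise; in these data hits start at about 4.7%; inactives centre near -7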
KCNQ1 pot: potentiators or activators of human KCNQ1 potassium channel | CHO-K1 KCNQ1, thallium flux FluxOR fluorescence; hits give high values | P51787 | B-score at 10 µM | 310,000 tested, 0.35% active | AID 2648;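 active means fluorescence ratio B-score, a plate-corrected score, at least three library SD, with initial intensity B-score within 5 SD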
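System: Stable KCNQ1 CHO-K1 line | Incubation: 90 min dye loading and 20 min compound exposure, both at room temperature | Measure: Ratio B score | Medium: Assay buffer for compound exposure, DMSO matched across wells | Compound dosing: Single-concentration screen | Probe or stimulus: K+/Tl+ depolarizing stimulus | Measured by: Kinetic FluxOR fluorescence, 10 s baseline plus 110 s post-stimulus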
KCNK3 block: human KCNK3 channel inhibition, primary screen; B-score at 10 µM; CHO-KCNK3 thallium flux, FluxOR fluorescence; hits give low values; 340,000 tested, 0.84% active; O14649;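 active means B-score under library mean minus 4 SD, starting fluorescence ratio at most library mean plus 5 SD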;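 further: more negative B-score means stronger inhibition of thallium flux through KCNK3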
TMEM16A inh: inhibitors of mouse TMEM16A calcium-activated chloride channel; 310,000 tested, 1.2% active; AID 588511; HEK293 TMEM16A/YFP iodide influx fluorescence, ionomycin; normalized B-score (activity score, 25-100; higher = stronger inhibition) at 10 µM;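 active means ratio plate-corrected score three or more library SD toward inhibition, starting fluorescence score within five deviations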;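 further: score derived from kinetic fluorescence span divided by baseline fluorescence per well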
Target sequence (Q8BHY3 whole entry, looked up): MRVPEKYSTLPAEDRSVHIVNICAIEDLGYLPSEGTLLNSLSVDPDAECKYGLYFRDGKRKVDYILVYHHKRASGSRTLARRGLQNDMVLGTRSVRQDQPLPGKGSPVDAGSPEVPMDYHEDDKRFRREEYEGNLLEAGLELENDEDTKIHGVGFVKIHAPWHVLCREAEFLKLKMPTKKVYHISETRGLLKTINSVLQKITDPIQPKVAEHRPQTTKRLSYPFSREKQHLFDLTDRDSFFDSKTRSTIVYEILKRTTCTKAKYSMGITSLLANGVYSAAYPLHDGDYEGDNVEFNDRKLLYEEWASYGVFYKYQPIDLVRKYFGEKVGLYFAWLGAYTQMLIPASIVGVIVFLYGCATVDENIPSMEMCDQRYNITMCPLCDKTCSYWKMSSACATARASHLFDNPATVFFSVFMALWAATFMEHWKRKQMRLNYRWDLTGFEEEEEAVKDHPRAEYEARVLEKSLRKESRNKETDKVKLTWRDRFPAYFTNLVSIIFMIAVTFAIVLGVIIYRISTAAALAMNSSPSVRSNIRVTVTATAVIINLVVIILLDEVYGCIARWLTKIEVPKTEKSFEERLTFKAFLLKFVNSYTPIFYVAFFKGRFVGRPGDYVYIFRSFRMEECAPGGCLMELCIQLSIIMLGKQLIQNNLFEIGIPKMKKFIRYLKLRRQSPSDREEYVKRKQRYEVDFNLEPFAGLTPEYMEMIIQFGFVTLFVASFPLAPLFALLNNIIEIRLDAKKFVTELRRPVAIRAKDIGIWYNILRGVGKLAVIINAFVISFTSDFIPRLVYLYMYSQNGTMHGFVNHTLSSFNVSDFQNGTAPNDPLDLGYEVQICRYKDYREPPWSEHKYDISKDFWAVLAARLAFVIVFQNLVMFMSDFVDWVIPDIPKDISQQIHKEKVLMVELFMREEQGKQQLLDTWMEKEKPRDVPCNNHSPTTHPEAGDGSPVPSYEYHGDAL
RGS4 pot: potentiators or activators of RGS4; HEK293 M3R/inducible RGS4, carbachol calcium flux Fluo4; hits give low values; B-score at 10 µM; 310,000 tested, 0.92% active; AID 463111;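 active means B-score of the integrated calcium signal more than 4 SD below the library mean, with starting fluorescence not abnormally high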;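 further: negative B-score means reduced calcium response which marks RGS4 activation or potentiation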
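test system = HEK293 cells with stable M3R and inducible RGS4 | schedule = recording 10 s baseline at 1 Hz, 100 s post-agonist | technique = Fluo4-AM (2 µM) calcium-flux fluorescence, kinetic read | measure = Agonist-evoked peak-minus-minimum fluorescence over baseline, integrated ratio, B score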
ANO1 activ: activators or potentiators of mouse TMEM16A chloride channel; Q8BHY3; HEK293 TMEM16A/YFP-H148Q/I152L, iodide quench fluorescence; hits give low values; B-score at 10 µM; 340,000 tested, 0.3% active; AID 623877;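 active means fluorescence-ratio B-score plate-corrected deviation score at least 3 library SD below zero, with starting fluorescence score within 5 deviations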;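 further: channel opened by trigger with iodide after compound preincubation; score built on the fluorescence ratio of max minus min over baseline; more negative score means more quench and so TMEM16A activation or potentiation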
The depositor's hits bear a star. No enrichment for hits, and some 6.3% of all compounds hit somewhere here.

Results for O=C(CCCc1nc(-c2ccccc2Cl)no1)N1CCOCC1 ?
SKKanGAS inh: 6.0; HDAC3 inh: 7.4; RGS4 inh: inactive; KCNK9 inh: inactive; KCNQ1 block: inactive; hERG rescue: -3.0; KCNQ1 pot: inactive; KCNK3 block: inactive; TMEM16A inh: inactive; RGS4 pot: inactive; ANO1 activ: inactive

What do the screens show for `CC(C)C(=O)Nc1cccc(NC(=S)NC(=O)c2ccc3c(c2)OCO3)c1`?
SKKanGAS inh: -5.8; HDAC3 inh: -0.7; RGS4 inh: inactive; KCNK9 inh: inactive; KCNQ1 block: inactive; hERG rescue: -1.8; KCNQ1 pot: inactive; KCNK3 block: inactive; TMEM16A inh: inactive; RGS4 pot: inactive; ANO1 activ: inactive

Results for O=C(O)/C=C/C(=O)N1CCN(S(=O)(=O)c2cc(C(F)(F)F)ccc2Cl)CC1 ?
SKKanGAS inh: 0.8; HDAC3 inh: -4.1; RGS4 inh: inactive; KCNK9 inh: inactive; KCNQ1 block: inactive; hERG rescue: -4.7; KCNQ1 pot: inactive; KCNK3 block: inactive; TMEM16A inh: inactive; RGS4 pot: inactive; ANO1 activ: inactive

How did Cc1ccc(C(=O)NC(=S)NCCN2CCOCC2)cc1 do in these assays?
SKKanGAS inh: -14.8; HDAC3 inh: -5.0; RGS4 inh: inactive; KCNK9 inh: inactive; KCNQ1 block: inactive; hERG rescue: -1.2; KCNQ1 pot: inactive; KCNK3 block: inactive; TMEM16A inh: inactive; RGS4 pot: inactive; ANO1 activ: inactive

What do the screens show for `CCN(CC)CCNC(=O)CNC(=O)c1nn(-c2ccc(OC)cc2)c(=O)c2ccccc12`?
SKKanGAS inh: -2.2; HDAC3 inh: 2.2; RGS4 inh: inactive; KCNK9 inh: inactive; KCNQ1 block: inactive; hERG rescue: -5.5; KCNQ1 pot: inactive; KCNK3 block: inactive; TMEM16A inh: inactive; RGS4 pot: inactive; ANO1 activ: inactive

Results for O=C1CCN(C(=S)NCc2ccccc2)CC1 ?
SKKanGAS inh: -0.8; HDAC3 inh: -5.0; RGS4 inh: inactive; KCNK9 inh: inactive; KCNQ1 block: inactive; hERG rescue: -7.3; KCNQ1 pot: inactive; KCNK3 block: inactive; TMEM16A inh: inactive; RGS4 pot: inactive; ANO1 activ: inactive

What do the screens show for `COc1ccc(C(=O)O)cc1S(=O)(=O)NCCN(C)C`?
SKKanGAS inh: -4.1; RGS4 inh: inactive; KCNK9 inh: inactive; KCNQ1 block: inactive; hERG rescue: -6.5; KCNQ1 pot: inactive; KCNK3 block: inactive; TMEM16A inh: inactive; RGS4 pot: inactive; ANO1 activ: inactive

How did COc1ccccc1NC(=S)NNC(=O)c1c(Cl)c(C)nn1C do in these assays?
SKKanGAS inh: 15.5; HDAC3 inh: 7.5; RGS4 inh: inactive; KCNK9 inh: inactive; KCNQ1 block: inactive; hERG rescue: -9.4; KCNQ1 pot: inactive; KCNK3 block: inactive; TMEM16A inh: inactive; RGS4 pot: inactive; ANO1 activ: inactive

Results for COC(=O)c1ccc(C(=O)OC)c(NC(=O)CN(C)Cc2ccc(Cl)c(Cl)c2)c1 ?
SKKanGAS inh: 24.9; HDAC3 inh: -0.4; RGS4 inh: inactive; KCNK9 inh: inactive; KCNQ1 block: inactive; hERG rescue: -15.3; KCNQ1 pot: inactive; KCNK3 block: inactive; TMEM16A inh: inactive; RGS4 pot: inactive; ANO1 activ: inactive

How did COc1ccc(C(C(=O)NCCC(C)C)N(CCO)C(=O)c2snc(C(N)=O)c2N)cc1 (stereo not given) do in these assays?
SKKanGAS inh: -0.8; HDAC3 inh: 3.7; RGS4 inh: inactive; KCNK9 inh: inactive; KCNQ1 block: inactive; hERG rescue: -2.8; KCNQ1 pot: inactive; KCNK3 block: inactive; TMEM16A inh: inactive; RGS4 pot: inactive; ANO1 activ: inactive

How did CN(C)S(=O)(=O)c1cccc(-c2cn3cc(Cl)ccc3n2)c1 do in these assays?
SKKanGAS inh: -6.2; HDAC3 inh: 0.1; RGS4 inh: inactive; KCNK9 inh: inactive; KCNQ1 block: inactive; hERG rescue: -8.2; KCNQ1 pot: inactive; KCNK3 block: inactive; TMEM16A inh: inactive; RGS4 pot: inactive; ANO1 activ: inactive

Results for OC1(c2cccc(C(F)(F)F)c2)CCNCC1 ?
SKKanGAS inh: -0.6; HDAC3 inh: -7.9; RGS4 inh: inactive; KCNK9 inh: inactive; KCNQ1 block: inactive; hERG rescue: -13.9; KCNQ1 pot: inactive; KCNK3 block: inactive; TMEM16A inh: inactive; RGS4 pot: inactive; ANO1 activ: inactive

How did Clc1ccccc1-c1nnc2sc(CCc3ccccc3)nn12 do in these assays?
SKKanGAS inh: 10.4; HDAC3 inh: -0.6; RGS4 inh: inactive; KCNK9 inh: inactive; KCNQ1 block: inactive; hERG rescue: -15.2; KCNQ1 pot: inactive; KCNK3 block: inactive; TMEM16A inh: inactive; RGS4 pot: inactive; ANO1 activ: inactive

How did CCOC(=O)N1CCN(CC(c2ccccc2)c2ccccc2)CC1 do in these assays?
SKKanGAS inh: 0.7; HDAC3 inh: 6.2; RGS4 inh: inactive; KCNK9 inh: inactive; KCNQ1 block: inactive; hERG rescue: -5.8; KCNQ1 pot: inactive; KCNK3 block: inactive; TMEM16A inh: inactive; RGS4 pot: inactive; ANO1 activ: inactive

What do the screens show for `Fc1ccccc1C1c2[nH]c3ccccc3c2CCN1CCCn1cccn1` (stereo not given)?
SKKanGAS inh: 0.6; HDAC3 inh: -7.3; RGS4 inh: inactive; KCNK9 inh: inactive; KCNQ1 block: inactive; hERG rescue: -12.9; KCNQ1 pot: inactive; KCNK3 block: inactive; TMEM16A inh: inactive; RGS4 pot: inactive; ANO1 activ: inactive

Results for O=C(Cn1ncc(N2CCCC2)c(Cl)c1=O)c1ccc(Cl)cc1 ?
SKKanGAS inh: -4.7; HDAC3 inh: 5.4; RGS4 inh: inactive; KCNK9 inh: inactive; KCNQ1 block: inactive; hERG rescue: -14.3; KCNQ1 pot: inactive; KCNK3 block: inactive; TMEM16A inh: inactive; RGS4 pot: inactive; ANO1 activ: inactive

How did COc1cccc(C(=O)Nc2nnc(Cc3ccc(OC)c(OC)c3)s2)c1 do in these assays?
SKKanGAS inh: -8.1; HDAC3 inh: -2.5; RGS4 inh: inactive; KCNK9 inh: inactive; KCNQ1 block: inactive; hERG rescue: -5.5; KCNQ1 pot: inactive; KCNK3 block: inactive; TMEM16A inh: inactive; RGS4 pot: inactive; ANO1 activ: inactive

What do the screens show for `COc1ccc(-c2cc(-c3ccccc3)nc3ncnn23)cc1`?
SKKanGAS inh: -5.7; HDAC3 inh: -196.1; RGS4 inh: inactive; KCNK9 inh: inactive; KCNQ1 block: inactive; hERG rescue: -9.6; KCNQ1 pot: inactive; KCNK3 block: inactive; TMEM16A inh: inactive; RGS4 pot: inactive; ANO1 activ: inactive

How did Cc1ccc(S(=O)(=O)N2CCC(C(=O)N/N=C/c3ccncc3)CC2)cc1 do in these assays?
SKKanGAS inh: -1.7; HDAC3 inh: 2.2; RGS4 inh: inactive; KCNK9 inh: inactive; KCNQ1 block: inactive; hERG rescue: -10.0; KCNQ1 pot: inactive; KCNK3 block: inactive; TMEM16A inh: inactive; RGS4 pot: inactive; ANO1 activ: inactive

What do the screens show for `Cc1ccc(NC(=S)Nc2cccc(-c3n[nH]c(=S)o3)c2)cc1`?
SKKanGAS inh: 11.0; HDAC3 inh: -6.7; RGS4 inh: inactive; KCNK9 inh: inactive; KCNQ1 block: inactive; hERG rescue: -13.6; KCNQ1 pot: inactive; KCNK3 block: inactive; TMEM16A inh: inactive; RGS4 pot: inactive; ANO1 activ: inactive

How did O=C(Oc1ccc(OC(=O)c2ccco2)c(S(=O)(=O)c2ccc(Cl)cc2)c1)c1ccco1 do in these assays?
SKKanGAS inh: 0.6; HDAC3 inh: -5.6; RGS4 inh: inactive; KCNK9 inh: inactive; KCNQ1 block: inactive; hERG rescue: -3.9; KCNQ1 pot: inactive; KCNK3 block: inactive; TMEM16A inh: inactive; RGS4 pot: inactive; ANO1 activ: inactive

How did Cc1ccc(S(=O)(=O)NCC(=O)NCC(=O)N2CCN(c3ncccn3)CC2)cc1C do in these assays?
SKKanGAS inh: -4.6; HDAC3 inh: -5.9; RGS4 inh: inactive; KCNK9 inh: inactive; KCNQ1 block: inactive; hERG rescue: -10.0; KCNQ1 pot: inactive; KCNK3 block: inactive; TMEM16A inh: inactive; RGS4 pot: inactive; ANO1 activ: inactive

How did O=C(COC(=O)c1nc(Cl)ccc1Cl)NCc1ccccc1 do in these assays?
SKKanGAS inh: 4.4; HDAC3 inh: -6.3; RGS4 inh: inactive; KCNK9 inh: inactive; KCNQ1 block: inactive; hERG rescue: -12.7; KCNQ1 pot: inactive; KCNK3 block: inactive; TMEM16A inh: inactive; RGS4 pot: inactive; ANO1 activ: inactive

How did COc1ccc(C(=O)OCN2C(=O)c3ccccc3C2=O)cc1 do in these assays?
SKKanGAS inh: -2.2; HDAC3 inh: -8.5; RGS4 inh: inactive; KCNK9 inh: inactive; KCNQ1 block: inactive; hERG rescue: -8.2; KCNQ1 pot: inactive; KCNK3 block: inactive; TMEM16A inh: inactive; RGS4 pot: inactive; ANO1 activ: inactive

How did NC(=O)CC(NC(=O)Cc1cccc2ccccc12)c1ccc(NCCCN2CCCC2=O)c([N+](=O)[O-])c1 (stereo not given) do in these assays?
SKKanGAS inh: 2.8; HDAC3 inh: 1.5; RGS4 inh: inactive; KCNK9 inh: inactive; KCNQ1 block: inactive; hERG rescue: -9.5; KCNQ1 pot: inactive; KCNK3 block: inactive; TMEM16A inh: inactive; RGS4 pot: inactive; ANO1 activ: inactive

Results for CCN1CCN(c2ncnc3c2sc(=S)n3-c2ccccc2)CC1 ?
SKKanGAS inh: -2.6; HDAC3 inh: -2.8; RGS4 inh: inactive; KCNK9 inh: inactive; KCNQ1 block: inactive; hERG rescue: -8.7; KCNQ1 pot: inactive; KCNK3 block: inactive; TMEM16A inh: inactive; RGS4 pot: inactive; ANO1 activ: inactive

Results for COc1cccc(-c2ccc(NC(=O)C3CCCN(Cc4cnc(C)s4)C3)cc2)c1 (stereo not given) ?
SKKanGAS inh: -0.1; HDAC3 inh: 5.9; RGS4 inh: inactive; KCNK9 inh: inactive; KCNQ1 block: inactive; hERG rescue: -15.5; KCNQ1 pot: inactive; KCNK3 block: inactive; TMEM16A inh: inactive; RGS4 pot: inactive; ANO1 activ: inactive
